Bioassay records (PubChem)
LYP inhibition: inhibitors of LYP phosphatase, biochemical, fluorescence intensity, uHTS (AID 1779) | recombinant LYP phosphatase, fluorescence intensity; higher % means a stronger effect | one-dose inhibition, % at 11.5 µM; IC50 in µM for titrated hits | 290,000 compounds, 0.054% hits; in the data active = inhibition above about 50%;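 note: plate controls were vehicle with enzyme for no effect and no enzyme for full effect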
Autophagy HCS: autophagy modulation, high-content screen | AID 463193 | calls only at 10 µM (by protocol) | MEF GFP-LC3 puncta imaging; test concentration mostly 10 µM | 190,000 compounds, 0.98% hits;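 active = percentage of spot-positive cells more than 3 SD above its plate mean, without a fluorescence outlier flag or 80% toxicity; inconclusive = no clear call, values can overlap the other calls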;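 note: spot-positive cell cutoff set from DMSO-treated cells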
WT yeast gro inh: growth inhibition of WT yeast, mitochondrial fusion screen. mitochondrial fusion phenotypic screen, WT strain. inhibition, % at 10 µM. 190,000 compounds, 2.1% hits; in the data active = inhibition above about 58%; tested in S. cerevisiae
K1F lysis inhibition: inhibition of K1F phage lysis, E. coli UTI89, bacterial capsule biogenesis inhibitors, alamar blue (AID 488966); E. coli UTI89 K1F phage lysis, alamar blue, 2 h; higher % means a stronger effect; inhibition, % at 100 µM; hits with a dose series show IC50 in µM; 340,000 compounds, 0.02% hits;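 active = phage lysis inhibition, versus mean bacterial control, above a set limit; inconclusive = no clear call, values can overlap the other calls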;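 note: capsule biogenesis inhibitors block K1F phage lysis so surviving cells raise fluorescence; higher fluorescence means more inhibition of phage lysis; actives were called in the ten point dose series up to 300 µM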
GPR35 antagonists: inhibition of zaprinast-stimulated GPR35 beta-arrestin translocation – imaging, U2OS, beta-arrestin-GFP, zaprinast agonist, primary screen (AID 2058) | 290,000 compounds, 0.052% hits | U2OS GPR35 beta-arrestin-GFP translocation imaging, zaprinast antagonism; higher % means a stronger effect | one-dose inhibition, % at 10 µM; IC50 in µM for titrated hits;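 active = inhibition of at least 50% with at least 30 cells and total cytoplasm GFP at most 10,000,000; inconclusive = under 30 cells or total GFP of 10,000,000 plus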
RSV antiviral HEp-2: inhibition of RSV-induced cytopathic effect – HEp-2 cells, primary 10 µM value included (AID 2391) | 310,000 compounds, 0.13% hits | one-dose CPE inhibition, % at 10 µM; IC50 in µM for titrated hits | HEp-2 cells, RSV-induced CPE inhibition; higher % means a stronger effect; in the data active = a potency from the dose series; inconclusive = CPE inhibition mostly from about 23% at the one dose, without a potency; inactive = the rest, 99 in 100 with CPE inhibition below about 21%; note: strong numbers were not always called active
AID2073: disruptors of CaV2.2 binding to Mint1 – biochemical, HTRF (AID 2073). HTRF protein-protein interaction, Mint1-CaV2.2; higher % means a stronger effect. one-dose inhibition, % at 20 µM; IC50 in µM for titrated hits. 290,000 compounds, 0.19% hits; in the data active = inhibition mostly above about 51%, no sharp cut-off; inconclusive = no clear call, values can overlap the other calls; inactive = mostly below about 53%; note: some results filed as inactive read as strong as hits
Dengue-2 NS5 capping: Dengue-2 NS5 methyltransferase inhibitors, primary screen, biochemical, confirmation dose response (AID 588689). Dengue-2 NS5 methyltransferase capping enzyme assay, biochemical; higher % means a stronger effect. inhibition, % at 25 µM; hits with a dose series show IC50 in µM. 340,000 compounds, 0.3% hits; in the data active = a potency from the dose series; inconclusive = inhibition above about 29% without an active follow-up result
NTR1 ag: agonists of NTR1, primary screen, imaging, U2OS cells, beta-arrestin-GFP, high content (AID 493036) | P30989 | NTR1-U2OS beta-arrestin-GFP spot imaging, agonist mode | activation, % at 20 µM | 330,000 compounds, 0.17% hits;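 active = activation at or above 40% of the spot to cytoplasm intensity ratio, with at least 20 cells analyzed; inconclusive = wells under 20 cells, flagged as cytotoxic or low count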;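 note: 0% = DMSO without peptide and 100% = 100 nM NTR1 peptide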
Target sequence (P30989 whole entry, looked up): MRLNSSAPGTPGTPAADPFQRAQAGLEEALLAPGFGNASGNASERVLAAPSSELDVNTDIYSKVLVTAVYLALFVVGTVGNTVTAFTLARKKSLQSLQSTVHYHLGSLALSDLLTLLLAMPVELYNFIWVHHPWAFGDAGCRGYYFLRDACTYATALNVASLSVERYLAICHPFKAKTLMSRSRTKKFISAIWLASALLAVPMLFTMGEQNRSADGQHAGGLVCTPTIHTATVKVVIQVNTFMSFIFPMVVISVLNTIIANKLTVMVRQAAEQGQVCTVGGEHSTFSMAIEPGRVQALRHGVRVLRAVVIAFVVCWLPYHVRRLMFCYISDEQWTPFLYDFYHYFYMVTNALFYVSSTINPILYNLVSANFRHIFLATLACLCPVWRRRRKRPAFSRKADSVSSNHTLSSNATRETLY
WT yeast gro inh mutant strain: further read-out of WT yeast gro inh, marked with its call; inhibition, %; mitochondrial fusion phenotypic screen, mutant strain inhibition
Autophagy HCS cell loss 18 h: also measured in Autophagy HCS; calls as there; toxicity, %; measured here: cell loss, nuclei count;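 cell loss after 18 h compound exposure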
NTR1 ag cell count 20 µM: recorded beside NTR1 ag, whose call it bears; cell count; measured here: cell count, cytotoxicity flag
* hit, by the source's call; i = inactive; ? = inconclusive; . = not tested or not shown; [ ] = another dose, or the depositor's remark.

SMILES | LYP inhibition | Autophagy HCS | Autophagy HCS cell loss 18 h | WT yeast gro inh | WT yeast gro inh mutant strain | K1F lysis inhibition | GPR35 antagonists | RSV antiviral HEp-2 | AID2073 | Dengue-2 NS5 capping | NTR1 ag | NTR1 ag cell count 20 µM
O=C(COc1cccc2cccnc12)Nc1cccc(S(=O)(=O)N2CCCC2)c1 | . | . | . | . | . | 0.7%[50 µM] | . | 6.6% | . | 4% | 1.0 | 57
Cc1ccc2c(c1)N(C(=O)CCC(=O)N1CCc3ccccc3C1)CCO2 | -8% | i | 2 | -12 | -33 | 0.7% | -8% | 0.9% | 1% | -1% | -0.2 | 62
O=C(O)CNC(=O)c1ccc(NC(=O)/C(=C/c2cccc([N+](=O)[O-])c2)NC(=O)c2ccco2)cc1 | -6% | . | . | . | . | -0.1% | 9% | 0.3% | 4% | 0% | 0.1 | 62
O=C(CCc1ccccc1)Nc1ccccc1C(=O)N1CCOCC1 | -8% | i | 23 | 16 | 10 | 0.0% | 5% | 0.0% | 18% | 2% | -0.3 | 41
O=C(CCN1C(=O)C2C3C=CC(C3)C2C1=O)Oc1ccc2ccccc2c1 (centres undefined) | 0% | i | 19 | -10 | 5 | 0.0% | -17% | 3.1% | -8% | -5% | -2.7 | 75
COc1ccc(S(=O)(=O)NC(CC(=O)NCCc2ccc(OC)c(OC)c2)C(C)C)cc1 (centres undefined) | 2% | i | -2 | -2 | 9 | 0.1% | -11% | 1.3% | -1% | -4% | 2.9 | 57
Cc1ccc(S(=O)(=O)CCC(=O)OCC(=O)c2c(C)[nH]c3ccccc23)cc1 | -11% | i | -10 | 5 | -5 | 4.7%[50 µM] | 8% | 0.0% | -6% | -1% | -0.1 | 52
COc1ccc(Cc2nnc3c4cnn(C)c4ncn23)cc1 | -2% | i | 2 | -10 | -20 | -0.6% | -6% | 1.7% | -5% | -4% | -0.4 | 56
Cc1nc2sc(C(=O)c3ccccc3)c(N)c2c(C)c1C | 1% | i | 24 | -8 | 3 | -0.1% | -1% | 0.0% | 21% | -11% | 3.0 | 42
Cc1c(NC(=O)CN2CCN(c3ccc(F)cc3)CC2)c(=O)n(-c2ccccc2)n1C | -3% | i | 16 | 3 | 8 | 0.0% | -14% | 1.6% | 3% | 12% | -0.6 | 71
Cc1ccccc1C(=O)NNC(=O)/C=C/c1ccccc1 | -8% | i | -5 | -3 | 10 | 0.2% | -6% | 8.5% | 0% | -7% | -0.2 | 89
CCc1ccc(NC(=O)CSCc2ccc(C(=O)O)cc2)cc1 | -8% | i | 14 | -4 | -1 | 0.2% | 15% | 7.9% | -3% | -5% | 0.9 | 51
Oc1ccccc1C(=S)N1CCN(C(=S)c2ccccc2O)CC1 | 1% | . | . | . | . | 0.0% | 6% | 0.8% | -21% | -3% | 0.0 | 44
COc1cccc(NC(=O)CN2C(=O)NC3(CCCC3)C2=O)c1 | -10% | . | . | . | . | -0.1% | -3% | 1.1% | 16% | -8% | 2.1 | 37
CCOc1ccccc1/C=N/NC(=O)CNC(=O)c1cccs1 | 2% | i | 17 | 4 | -4 | -0.2% | -9% | 1.0% | ? | -3% | 1.6 | 49
COc1cc(/C=N/Nc2snc(SC)c2C#N)cc(OC)c1OC | -10% | i | -2 | 6 | 21 | -0.2% | -7% | 2.6% | 5% | -1% | 4.6 | 49
Cc1nc(NCc2ccc3c(c2)OCO3)c2oc3ccccc3c2n1 | -4% | i | -10 | 39 | 42 | 0.0% | 4% | -0.8% | -5% | -4% | 0.2 | 40
CCN(CC)c1ccc(/C=N/Nc2nc(C)cc(=O)[nH]2)cc1 | 0% | i | -7 | 2 | 18 | 2.7% | 5% | 1.5% | -8% | -4% | 0.8 | 55
Cn1c(C(=O)Nc2ccc3c(c2)OCO3)cc2c(=O)n(C)c3ccccc3c21 | -1% | i | 16 | 9 | 6 | 4.5% | -8% | 0.8% | 10% | 4% | 5.5 | 65
O=C(CSc1nnc2ccccn12)Nc1cccc(S(=O)(=O)N2CCOCC2)c1 | 3% | i | -2 | -7 | -19 | 0.2% | -11% | 1.9% | 6% | 1% | -0.7 | 52
CCC(CC)c1nnc(NC(=O)C2COc3ccccc3O2)s1 (centres undefined) | -5% | i | -29 | 15 | -4 | 3.5% | 9% | 0.3% | 0% | -2% | -1.3 | 53
Cc1cc(C(=O)NCC(=O)OC(C(=O)Nc2cc(C(F)(F)F)ccc2Cl)c2ccccc2)ccc1[N+](=O)[O-] (centres undefined) | 5% | i | -1 | 49 | 17 | 3.1% | -12% | 1.5% | 13% | 1% | -2.0 | 85
Cc1cc(-n2nc(C)cc2C)n2nc(C)c(-c3ccc(Cl)cc3)c2n1 | -2% | i | 0 | -11 | -1 | i | -2% | 0.3% | 11% | -7% | 1.4 | 66
Cn1ncc([N+](=O)[O-])c1C(=O)Nc1ccccc1C(=O)O | -6% | . | . | . | . | -0.1% | -8% | 0.1% | -5% | 3% | -0.1 | 61
O=C(NCc1ccccn1)Nc1ccccc1F | -6% | . | . | . | . | 0.3%[50 µM] | 5% | 0.3% | 12% | -9% | 0.2 | 68
Cc1cc(NC(=O)CS(=O)(=O)c2cn(Cc3cccc(F)c3)c3ccccc23)no1 | 2% | i | -2 | 12 | 0 | 0.3% | -5% | 11% | 4% | 6% | 1.3 | 82
COc1ccc(C(=O)C[n+]2cccc(C(N)=O)c2)cc1 | -4% | . | . | . | . | 0.1% | 2% | 0.4% | 18% | -3% | 0.4 | 57
CC1CC=C(c2ccccc2)C(=S)N1 (centres undefined) | -1% | . | . | . | . | 0.2% | 5% | 2.0% | ? | 9% | -0.4 | 77
COc1cc(NC(=O)C2CCCN(c3ncnc4c3nc3n4CCCCC3)C2)cc(OC)c1OC (centres undefined) | -9% | . | . | . | . | 0.3% | -4% | -1.1% | 4% | 2% | 0.9 | 45
COc1ccc(N2CCN(C(CNS(=O)(=O)c3cc(F)ccc3F)c3cccnc3)CC2)cc1 (centres undefined) | -6% | i | -7 | -3 | 1 | 1.6% | -5% | 0.3% | -3% | 1% | -0.1 | 45
CN(C)c1cccc(O)c1 | . | . | . | . | . | -0.8% | . | 2.2% | . | -1% | 0.9 | 73
Cc1ccc(C(=O)NCCc2ccncc2)cc1 | 1% | i | 2 | 1 | 4 | 0.6% | -9% | . | 5% | -10% | 0.9 | 76
CC(C)N(Cc1nccn1C)C(=O)CCc1nnc(CCCc2ccccc2)o1 | -5% | i | -14 | . | . | 0.2% | 21% | 0.4% | 10% | -10% | 0.1 | 85
Cc1ccc(S(=O)(=O)N2CCN=C2SCc2ccccc2)cc1 | -1% | i | -5 | 28 | 28 | -0.1% | 6% | 2.4% | -7% | -5% | -1.4 | 94
COc1ccc(CN(Cc2ccccn2)S(=O)(=O)c2ccc(-n3cnnn3)cc2)cc1 | -7% | i | 1 | 2 | -11 | 1.9% | -11% | 0.0% | 2% | -2% | 2.2 | 49
O=C(COc1ccc(Br)cc1CNCCc1ccccc1)NCc1ccccc1 | -10% | i | 27 | 31 | 16 | 0.2% | -19% | 1.5% | -2% | -7% | 23 | 59
CCCNC(=S)N1CCN(c2nc(C)nc3sc4c(c23)CCCC4)CC1 | -3% | i | 5 | 54 | -1 | 0.3% | -8% | 44% | -10% | 4% | 13 | 93
CC(C(=O)Nc1ncccn1)(c1ccccc1)c1ccccc1 | 5% | i | 11 | 8 | 7 | 0.0% | 2% | 2.6% | -10% | 2% | 0.5 | 35
COc1ccc(OC)c(C(=O)NC2CC(C)(C)Cc3c2cnn3-c2ccccc2)c1 (centres undefined) | -4% | . | . | . | . | 0.9% | -10% | ? | 8% | 2% | 2.4 | 56
O=C(O)CCCC(=O)N1CCN(c2ncccn2)CC1 | -2% | . | . | . | . | . | 12% | . | 8% | . | -0.7 | 61
CCn1c2ccccc2c2cc(NC(=O)C(C)Oc3ccccc3)ccc21 (centres undefined) | 2% | i | 9 | 38 | 23 | 0.4% | -6% | ? | -5% | 0% | 2.6 | 56
COc1ccc(CN2CCCC(C(=O)N3CCCCC3)C2)c(OC)c1 (centres undefined) | -11% | . | . | . | . | -0.3% | 7% | -2.8% | 9% | -2% | 0.6 | 59
Fc1ccc2nc(Nc3nc4cc5c(cc4s3)OCO5)sc2c1 | -1% | i | -11 | 22 | 5 | 3.4% | 10% | 9.7% | 6% | -3% | 4.7 | 35
Oc1csc(Cc2nc(-c3ccc(Br)cc3)cs2)n1 | -3% | i | -8 | 8 | 9 | -1.0% | 11% | 3.6% | 50% | 2% | 1.7 | 97

One compound at a time, from the list above. Order of screens: LYP inhibition, Autophagy HCS, Autophagy HCS cell loss 18 h, WT yeast gro inh, WT yeast gro inh mutant strain, K1F lysis inhibition, GPR35 antagonists, RSV antiviral HEp-2, AID2073, Dengue-2 NS5 capping, NTR1 ag, NTR1 ag cell count 20 µM
COc1ccc(OC)c(C(=O)NC2CC(C)(C)Cc3c2cnn3-c2ccccc2)c1 (centres undefined) in the list: -4%, ., ., ., ., 0.9%, -10%, ?, 8%, 2%, 2.4, 56
Cc1ccc(S(=O)(=O)N2CCN=C2SCc2ccccc2)cc1 in the list: -1%, i, -5, 28, 28, -0.1%, 6%, 2.4%, -7%, -5%, -1.4, 94
CCn1c2ccccc2c2cc(NC(=O)C(C)Oc3ccccc3)ccc21 (centres undefined) in the list: 2%, i, 9, 38, 23, 0.4%, -6%, ?, -5%, 0%, 2.6, 56
Fc1ccc2nc(Nc3nc4cc5c(cc4s3)OCO5)sc2c1 in the list: -1%, i, -11, 22, 5, 3.4%, 10%, 9.7%, 6%, -3%, 4.7, 35
COc1ccc(CN2CCCC(C(=O)N3CCCCC3)C2)c(OC)c1 (centres undefined) in the list: -11%, ., ., ., ., -0.3%, 7%, -2.8%, 9%, -2%, 0.6, 59
